NPC1 prom act – activates the NPC1 promoter; Huh7 NPC1 promoter luciferase reporter, 24 h; Potency, µM (titrated, usually from 9.22 µM), for the others: top-dose activation, usual class: activators; actives 2.4% (n = 320,000); AID 485313;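 note: % of control where 0% means no effect; nearly all actives have a fitted effect of over 60% in size; reporter is driven by a mutant NPC1 promoter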
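Huh7 cells stably carrying NPC1 promoter–luciferase, plated in Opti-MEM with 10% FBS for 2 h, were exposed to compound in DMSO for 24 h at 37 °C; luciferase reagent was added for 10 min and luminescence read.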
ELG1 genotoxic – induces genotoxicity in HEK293T cells with luciferase-tagged ELG1. HEK293T ELG1-luciferase reporter, luminescence, 16 h. actives 1.3% (n = 330,000). AID 504466. Potency, µM (highest dose often 46 µM), for inactives: at the highest dose activity change, positive = activation, usual class: activators; note: % of control where 0% means no effect; nearly all actives have a fitted effect of over 60% in size
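Reporter readout depends on ELG1 protein level, which increases with genetic stress. After 16 hr compound exposure at 37 °C, luciferase activity was quantified using ONE-Glo.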
p53 reactivator – mutant p53 re-activation in reporter cells. H1299 p53-A138V BP100-luciferase reporter, luminescence, 24 h. Potency, µM (doses to about 92.2 µM), without a hit: at the top dose activity change, positive = activation, usual class: activators. actives 0.063% (n = 320,000); note: % of control where 0% means no effect; nearly all actives have a fitted effect of over 45% in size
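H1299 (p53-null), stable ts p53-A138V + BP100-Luc; 1000 cells/well, Opti-MEM/10% FBS; cpd 4 pt, 1:5; 24 h, 37 deg C, 5% CO2; detection reagent 10 min RT; luminescence.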
Rab9 prom act – activates the Rab9 promoter; Huh7 Rab9 promoter-luciferase reporter, luminescence, 24 h; Potency, µM (titrated, usually from 9.22 µM), for inactives: at the highest dose activation, negative = inhibition, actives largely listed as activators; actives 2.8% (n = 320,000); note: % of control where 0% means no effect; nearly all actives have a fitted effect of over 60% in size
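Stable Rab9-luc Huh7, 1500 cells/well, 2 h settle; cmpd in DMSO, 24 h, 37 °C/5% CO2; luciferase reagent 10 min RT; luminescence.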
RORg inh – inhibitors of mouse ROR gamma transcriptional activity. Drosophila S2 Gal4-RORgamma UAS-luciferase reporter, 20 h. Potency, µM (series often up to 53.6 µM), without a hit: at the highest dose activity change, negative = inhibition, actives largely listed as inhibitors. actives 5.4% (n = 310,000); note: % is set by controls: 0 for no effect and ±100 for the full control effect; nearly all actives have a fitted effect of over 60% in size
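Schneider cells (Drosophila), stable Gal4 DBD–ROR gamma + UAS-luc; 1 hr cmpd preincubation; Cu2+ induction 700 uM final; 20 hr ambient; luminescence.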
VP16 counter – Gal4-VP16 reporter inhibition counter-screen; Drosophila S2 Gal4-VP16 UAS-luciferase, luminescence, 20 h; Potency, µM (titrated, usually from 53.6 µM), inactives show at the top dose activity, negative = inhibition, hits mostly inhibitors; actives 3.5% (n = 310,000);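 note: Gal4-VP16 expression switched on by copper sulfate through the metallothionein promoter; % is set by controls: 0 for no effect and ±100 for the full control effect; nearly all actives have a fitted effect of over 50% in size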
CXXC DNA block – MLL CXXC-DNA interaction inhibition; Q03164; MLL-CXXC / FITC-HOXA9 DNA fluorescence polarization; Potency, µM (top dose mostly 115 µM), for inactives: top-dose activity change, negative = inhibition, most hits filed as inhibitors; actives 0.037% (n = 290,000); AID 2662; active = well fitted inhibition curve with a large enough effect in the polarisation, with a control signal flat, not every such curve was filed as active; inconclusive = small, poorly fitted or top-dose-only effect, or effect the other way, or a change in a side signal; inactive = no such curve, though single readings can be large or run the other way; the % refers to the polarisation
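Steps: dispense CXXC domain solution (7 uM) → pin compounds or unlabeled HOX-A9 DNA control → 5 min ambient → add FLSN-HOX-A9 solution (50 nM) → spin → 30 min ambient → fluorescence polarization. Tris pH 7.5/NaCl/DTT/BSA buffer.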
BRCA1 expr act – activators of BRCA1 expression | Potency, µM (titrated, usually from 46.1 µM), inactives show at the highest dose activation, usual class: activators | actives 1.1% (n = 380,000) | MCF7-BRCA1-FFLuc reporter, luminescence, 48 h; response scale: scaled: vehicle 0%, 10 µM genistein 100%; note: nearly all actives have a fitted effect of over 80% in size; some results filed as inactive show a strong effect at the top dose
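Cells: MCF7-BRCA1-FFLuc, 2000/well. Exposure: 48 h, 37 °C, 5% CO2. Read: luminescence, 15 min post-substrate. Controls: genistein 10 microM (maximal activation), DMSO (neutral).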
FLuc modulator – firefly luciferase modulation, counter-screen for miR-21 project. AID 588342. actives 6.9% (n = 360,000). P08659. Potency, µM (series often up to 57.5 µM), inactives show at the highest dose activity change, negative = inhibition, most hits filed as inhibitors. purified FLuc, Km substrates, luminescence inhibition;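 note: plate controls were vehicle for no effect and reference inhibitor for full effect; nearly all actives have a fitted effect of over 55% in size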
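Purified P. pyralis luciferase, 10 nM final, with Km-level 10 uM D-luciferin and 10 uM ATP in 50 mM Tris acetate pH 7.5, 10 mM Mg acetate, 0.01% Tween-20, 0.05% BSA; 6-point qHTS titration about 60 µM downward; luminescence read.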
uPA generation – blocks generation of uPA at the cell surface; actives 0.31% (n = 330,000); Potency, µM (titrated, usually from 38.3 µM), without a hit: at the highest dose activity change, negative = inhibition, actives largely listed as inhibitors; AID 540303; cell surface uPA generation assay, qHTS; active = well fitted inhibition curve with a large enough effect; inconclusive = small, poorly fitted or top-dose-only effect; inactive = no such curve, though single readings can be large or run the other way; tested in mouse RAW 264.7 cells; note: % is set by controls: 0 for no effect and ±100 for the full control effect; nearly all actives have a fitted effect of over 55% in size
MBNL1 CUG block – inhibitors of human MBNL1 binding to CUG repeat RNA. Q9NR56. TR-FRET MBNL1-His/biotin-(CUG)12 binding, 665/545 ratio. Potency, µM (top dose mostly 57.5 µM), inactives show at the highest dose activity change, negative = inhibition, hits mostly inhibitors. actives 0.036% (n = 280,000); active = well fitted inhibition curve with a large enough effect in the signal ratio, with a control signal flat, not every such curve was filed as active; inconclusive = small, poorly fitted or top-dose-only effect, or effect the other way, or a change in a side signal; inactive = no such curve, though single readings can be large or run the other way; the % refers to the signal ratio; note: % is set by controls: 0 for no effect and ±100 for the full control effect
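His-tagged MBNL1 binding to biotinylated (CUG)12 RNA was measured by TR-FRET using terbium anti-His antibody (0.055 ng/ul final) and streptavidin-XL665 (5 nM final). Compounds were titrated 92 nM to 58 uM; 60 min at room temperature.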
The depositor's hits bear a star; u = inconclusive; x = not tested or not shown; [ ] = another dose, or the depositor's remark. Unless noted, calls come from the whole dose curve; as a rule, active = well fitted curve in the direction sought with a large enough effect; inconclusive = small, poorly fitted or top-dose-only effect, or another doubt; inactive = no such curve, though single readings can be large; an effect the other way counts as inactive or inconclusive. Potency is the fitted concentration of half-maximal effect. Not all compounds are listed; count on the stated rates, not on these rows.

The opening two records, to show the layout:
SMILES	NPC1 prom act	ELG1 genotoxic	p53 reactivator	Rab9 prom act	RORg inh	VP16 counter	CXXC DNA block	BRCA1 expr act	FLuc modulator	uPA generation	MBNL1 CUG block
Cc1cc(NC(=O)CSc2nc3ccccc3c(=O)n2CCCC(=O)NCc2ccco2)n[nH]1	0.7%	u	-2.1%	-1.5%	36.9%	-2.5%	4.9%	-3.0%[1.84 µM]	2.0%	4.7%	6.3%
CCNC(=S)NNC(=O)c1cc(-c2ccc(OCC)cc2)nc2ccccc12	u	-7.4%	-7.7%	u	19.7%	0.6%	-0.8%	-47.6%	0.0239µM*	x	17.1%

The whole of this part, previewed entries included:
SMILES	NPC1 prom act	ELG1 genotoxic	p53 reactivator	Rab9 prom act	RORg inh	VP16 counter	CXXC DNA block	BRCA1 expr act	FLuc modulator	uPA generation	MBNL1 CUG block
Cc1cc(NC(=O)CSc2nc3ccccc3c(=O)n2CCCC(=O)NCc2ccco2)n[nH]1	0.7%	u	-2.1%	-1.5%	36.9%	-2.5%	4.9%	-3.0%[1.84 µM]	2.0%	4.7%	6.3%
CCNC(=S)NNC(=O)c1cc(-c2ccc(OCC)cc2)nc2ccccc12	u	-7.4%	-7.7%	u	19.7%	0.6%	-0.8%	-47.6%	0.0239µM*	x	17.1%
Cc1ccc(NS(=O)(=O)c2ccc(OCC(N)=O)cc2)cc1	-2.9%	1.1%	-3.8%	-0.3%	16.8%	-8.7%	0.2%	-0.9%	1.0%	6.9%	-1.4%
CCOC(=O)c1cn(-c2ccccc2)nc1-c1ccncc1	-5.2%	-5.2%	-7.3%	-0.7%	-11.2%	-0.2%	-6.7%	0.3%	1.6%	7.6%	-5.7%
Cc1ccc(-c2nn(-c3ccccc3)cc2C(=O)O)o1	1.1%	6.2%	-0.3%	18.9%	24.8%	-8.1%	-5.8%	x	u	x	10.8%
Cc1cc(NC(=O)CCN2C(=O)/C(=C\c3ccccc3Cl)SC2=S)no1	-2.2%	6.4%	4.3%	-1.7%	-29.3%	-13.8%	-1.7%	9.3%	-4.6%	1.9%	-4.0%
COc1ccc(/C(=C/c2ccc(OC(F)F)c(OC)c2)C(=O)O)cc1OC	3.0%	3.0%	-15.4%	-3.9%	-19.1%	-14.5%	3.5%	-2.6%	0.4%	-3.4%	10.9%
CCOc1ccc(N2C(=O)CC(N(CCc3ccccc3)C(=O)/C=C/C(=O)O)C2=O)cc1 (stereo not given)	-3.4%	1.5%	0.1%	2.0%	-30.7%	6.9%	6.0%	-2.8%	0.2%	3.9%	4.8%
CC1CCCCC1NC(=O)COC(=O)c1c2c(nc3ccccc13)/C(=C/c1ccco1)CC2 (stereo not given)	10.6%	0.9%	-6.8%	18.9%	1.2%	-6.9%	2.9%	24.3%	u	2.1%	44.3%[activator]
Cc1nn(C)cc1/C=N/NC(=S)Nc1ccc(Cl)cc1Cl	-2.0%	0.7%	-5.9%	-12.0%	0.562µM*	2.82µM*	20.3%	5.7%	u	2.5%	-14.6%
C/C(=N\NC(=O)CCC(=O)Nc1ccc(C)c(C)c1)C1CC1	1.6%	6.8%	-2.1%	4.4%	6.3%	1.4%	9.7%	-17.4%	-1.6%	9.8%	-4.9%
CCN(Cc1cc2ccccc2[nH]c1=O)C(=O)C1CCCCC1	-3.3%	-0.6%	0.8%	2.2%	0.0%	4.9%	-1.0%	-8.6%	1.6%	5.3%	-1.0%
Cc1ccccc1NC1=NC(=S)N(c2ccccc2)C12CCCCC2	-2.1%	-3.0%	19.1%	-0.2%	3.55µM*	u	2.2%	-29.1%	2.6%	9.2%	15.1%[11.5 µM]
COc1ccc(OC)c(C2C(C(=O)Nc3cccnc3)=C(C)NC3=C2C(=O)CCC3)c1 (stereo not given)	0.3%	1.9%	7.9%	-3.6%	u	5.4%	-5.8%	-5.7%	1.7%	1.1%	-2.1%
Cc1cc2cc(CN(C(=O)C3CC3)C3CCCC3)c3nnnn3c2cc1C	-3.5%	1.8%	6.4%	-6.0%	-19.0%	-12.3%	-4.7%	-31.8%	-1.6%	-2.4%	-0.4%
CC(C)c1ccc(OCC(=O)NC2=NCCS2)cc1	u	27.3%	16.7%	16.1%	14.1µM*	-22.2%[10 µM]	4.7%	12.1%	7.57µM*	3.6%	-1.7%
Cc1cccc(N2C(=O)CC(Sc3nc(-c4ccccc4)c4cc(Cl)ccc4n3)C2=O)c1 (stereo not given)	-4.3%	-0.7%	14.0%	-0.5%	2.82µM*	u	2.0%	-26.6%	0.4%	-7.6%	21.2%
N#Cc1c(C(F)(F)F)cc(-c2ccc(Cl)cc2)nc1SCC(=O)O	0.8%	-1.5%	1.1%	-1.1%	-1.1%	-9.1%	-0.4%	-47.8%	-12.0%	-7.8%	u
Cc1sc2ncnc(NCC3CCCO3)c2c1C (stereo not given)	-10.0%	-8.3%	-6.4%	-14.9%	36.6%	u	-2.4%	-41.2%	-2.8%	-5.8%	7.8%
CCOc1ccc(NC(=O)CN(C)C(=O)Cc2c[nH]c3ccccc23)cc1OCC	-0.9%	-7.6%	4.2%	-5.5%	x	x	x	-24.7%	1.6%	-1.0%	x
COc1cc(Cl)c(C)cc1NC(=O)COC(=O)C(NS(=O)(=O)c1ccc(Cl)cc1)C(C)O (stereo not given)	-6.5%	-2.7%	-4.7%	-7.5%	u	-11.0%	-5.7%	-10.3%	-1.8%	1.1%	-11.7%
Cc1nc2ccccn2c(=O)c1NC(=O)c1cccc2ccccc12	-1.2%	-15.5%	-4.0%	-0.8%	x	x	x	-20.9%	2.1%	4.1%	x
COc1ccc(C(C)NC(=S)NC2CCCCC2)cc1OC (stereo not given)	2.6%	0.6%	19.4%	-2.8%	11.2µM*	u	-2.7%	0.0%	-1.9%	-3.6%	8.2%
O=C(O)COCC(=O)NCc1csc2ccccc12	2.4%	-0.1%	3.6%	-0.6%	4.4%	1.1%	-2.4%	9.7%	5.4%	0.6%	x
Cc1ccc(-n2c(=O)c3ccccc3n(CC(=O)NCc3ccco3)c2=O)cc1	0.7%	-0.4%	-3.1%	-0.5%	35.7%	-7.2%	11.3%	3.7%	-1.0%	-20.4%	19.9%
COC(=O)c1c(NC(=O)CN2C(=O)C(=O)N(C(C)C)C2=O)sc(C)c1C	-1.0%	1.0%	-4.4%	0.7%	x	x	x	-10.2%	x	18.1%	x
Cc1cc(C)c(C)c(OCC(=O)NCC2CCCO2)c1 (stereo not given)	-2.9%	-0.6%	-4.3%	0.1%	-28.5%	-9.7%	11.9%	-2.0%	-1.8%	2.4%	2.3%
COc1ccccc1NNC(=O)C(O)(c1ccccc1OC)c1ccccc1OC	4.3%	-5.8%	-1.0%	10.4%	-10.7%	-14.1%	15.7%	8.5%	-1.2%	1.3%	x
O=C(NCCNC(=O)c1cccc(O)c1)c1cccc(O)c1	-4.7%	2.0%	7.1%	0.6%	-8.1%	-0.5%	9.3%	3.6%	4.0%	2.0%	-2.4%
CCc1nnc(NC(=O)CSc2nnc(-c3c[nH]c4ccccc34)n2C)s1	-8.6%	2.3%	16.4%	1.2%	-2.8%	0.1%	-0.7%	-3.1%	-1.0%	x	-12.3%
CCC(OC(=O)CN1C(=O)c2ccccc2C1=O)C(=O)NC1CCCC1 (stereo not given)	2.1%	-2.4%	-2.2%	-4.9%	-13.2%	-11.5%	3.8%	0.7%	0.9%	-1.7%	18.4%
O=C(NCc1ccccc1Cl)c1ccc2c(=O)n(CCCN3CCCC3=O)c(=S)[nH]c2c1	0.4%	-5.4%	-3.4%	0.2%	-19.0%	-8.7%	-1.9%	-0.2%	5.2%	-0.8%	-4.2%
CC(=O)N1CCSc2ccc(S(=O)(=O)Nc3ccccc3C)cc21	-18.4%	-7.2%	3.0%	-8.1%	u	-15.9%	49.1%[activator]	13.7%	-2.7%	-12.9%	-0.1%
O=C(N/C(=C/c1ccc([N+](=O)[O-])cc1)C(=O)N1CCOCC1)c1ccco1	-1.1%	6.9%	-8.3%	x	-38.9%	0.0%	-4.3%	-1.9%	1.6%	1.8%	u
CCOc1cc(/C=C2\CCn3c2nc2cc(Cl)ccc2c3=O)ccc1O	-13.4%	17.8%	-3.8%	6.4%	-42.5%	u	32.9%[activator]	-31.4%	1.6%	1.7%	-8.5%
O=C(NCC1CC1)c1onc(CSc2nc3ccccc3[nH]2)c1C(=O)NCC1CC1	1.3%	0.0%	7.5%	-3.7%	-13.5%	1.8%	-2.4%	0.0%	-4.1%	11.7%	-8.6%
O=S(=O)(c1ccc2[nH]ccc2c1)N1CCCCCC1	-1.4%	0.4%	-6.4%	-4.7%	5.8%	18.3%	0.4%	11.7%	4.1%	-0.7%	1.8%

High-throughput results: PubChem, National Center for Advancing Translational Sciences (NCATS)
